# Shiga toxin inh = Shiga toxin inhibition; Vero cells, Shiga toxin protein synthesis inhibition reporter; AID 2315; 290,000 tested, 9.2% active; inhibition, % at 38.7 µM; in the data active = inhibition mostly above about 28%, no sharp cut-off; inactive = mostly below about 43%; also: 0% is about no effect
# Pf growth 96h = inhibits malaria parasite growth, 96 h; P. falciparum luciferase reporter growth, 96 h; AID 504834; 320,000 tested, 6.9% active; Potency, µM (highest dose often 28.7 µM), inactives show at the highest dose activity change, negative = inhibition, actives largely listed as inhibitors; also: potency is read from the fitted curve at half-maximal effect; % is scaled to controls: 0 for no effect and ±100 for the full control effect
#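 P. falciparum expressing integrated firefly luciferase, in erythrocytes at 2% hematocrit, 0.05% parasitemia, incubated with compounds 96 h at 37 C, 5% CO2. Growth inhibition read as loss of luminescence; two-generation exposure targets delayed-death apicoplast inhibitors.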
# HCV inhibitor = inhibitors of hepatitis C virus infection; Huh7.5.1 HCVcc-Cre infection, luciferase reporter, 44 h; Potency, µM (top dose mostly 41.8 µM), for the others: at the highest dose activity change, negative = inhibition, usual class: inhibitors; 340,000 tested, 3.4% active; also: potency is read from the fitted curve at half-maximal effect; % is scaled to controls: 0 for no effect and ±100 for the full control effect
#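 After 44 h co-culture of compound, cells and HCVcc-Cre (~0.5 moi), substrate is added for 15 min at room temperature and luciferase measured over 15 sec. Cells were seeded at 1,000/well and pre-cultured 4 h.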
# Pf growth 48h = inhibits P. falciparum growth in the first generation, 48 h | P. falciparum luciferase growth in erythrocytes, 48 h | Potency, µM (top dose mostly 28.7 µM), without a hit: at the highest dose activity change, negative = inhibition, most hits filed as inhibitors | 310,000 tested, 5.9% active | AID 504832; also: potency is read from the fitted curve at half-maximal effect; % is scaled to controls: 0 for no effect and ±100 for the full control effect
#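 First compound was added to culture medium, then infected red cells at 0.1% parasitemia and 2% hematocrit (final). After incubation at 37 C under 5% CO2, luciferase detection reagent was dispensed and light output recorded.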
# CHX counter = counter-screen hit for Shiga toxin inhibitors, cycloheximide; cell reporter, cycloheximide protein synthesis inhibition counterscreen; 300,000 tested, 12% active; max response, %; in the data active = max response mostly above about 13%, no sharp cut-off; inactive = mostly below about 14%; also: read at 38.3 µM for the half of the compounds with a filed dose; 0% is about no effect
# Giardia FBPA inh = inhibitors of Giardia lamblia fructose-1,6-bisphosphate aldolase; A8B2U2; purified Giardia FBPA; Potency, µM (highest dose often 59.6 µM), for inactives: at the highest dose activity, negative = inhibition, actives largely listed as inhibitors; 290,000 tested, 0.71% active; AID 2451; also: potency is read from the fitted curve at half-maximal effect; % is scaled to controls: 0 for no effect and ±100 for the full control effect; nearly all actives have a fitted effect of over 55% in size
# Target sequence (A8B2U2 whole entry, looked up): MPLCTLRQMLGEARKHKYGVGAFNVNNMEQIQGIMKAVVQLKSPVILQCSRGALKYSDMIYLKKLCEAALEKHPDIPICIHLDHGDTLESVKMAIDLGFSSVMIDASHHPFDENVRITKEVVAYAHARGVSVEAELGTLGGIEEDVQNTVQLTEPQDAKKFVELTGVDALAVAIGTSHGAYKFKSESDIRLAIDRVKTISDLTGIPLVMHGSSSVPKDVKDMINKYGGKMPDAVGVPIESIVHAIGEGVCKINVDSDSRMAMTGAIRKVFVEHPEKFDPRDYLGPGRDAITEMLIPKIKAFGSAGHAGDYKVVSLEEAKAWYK
#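 40 nM FBPA preincubated 10 min at RT with compound (up to 57.5 uM final), then substrate plus GAPDH/TPI/NAD/arsenate coupling and diaphorase/resazurin added. Fluorescence read after 20 min at RT, 525/598 nm.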
# Starred values were filed as active, the others as inactive; i = inactive; ? = inconclusive; nt = no result given; & = joins results of further samples; ! = not active in a repeat; [ ] = remark or other dose. Unless noted, calls follow the shape of the dose curve; as a rule, active = well fitted curve in the direction sought with a large enough effect; inconclusive = small, poorly fitted or top-dose-only effect, or another doubt; inactive = no such curve, though single readings can be large; an effect the other way counts as inactive or inconclusive.
# Results follow in this order: Shiga toxin inh	Pf growth 96h	HCV inhibitor	Pf growth 48h	CHX counter	Giardia FBPA inh
> CCN(CC)S(=O)(=O)c1ccc2c(c1)c(=O)c(C(=O)N1CCN(c3ccccc3)CC1)cn2C
→ -1	23%	20%	4%	-3	3%
> Cc1cc(=O)oc2cc(OC(C)C(=O)NC3CCCC3)ccc12 (stereo not drawn)
→ 2	?	16%	-11%	-3	-7%
> CCOC(=O)N1CCc2c(sc3c2c(=O)n(-c2ccc(CC)cc2)c(=O)n3CC(=O)NCC2CCCO2)C1 (stereo not drawn)
→ 9	?	23%	5.2µM*	1	nt
> Cc1cc2cc3c(cc2nc1SCC(=O)Nc1ccccc1)CCC3
→ -8	104%[activator]	7%	6%	-3	1%
> CN(C(=O)CN1C(=O)S/C(=C\c2ccccc2Cl)C1=O)C1CCS(=O)(=O)C1 (stereo not drawn)
→ -1	8%	-12%	13%	14	10%
> CCC(CC)NC(=O)Nc1cccc(C)c1C
→ 19	i	2%	40%[activator]	1	2%
> C#Cc1ccc([C@H]2C=C(C(=O)N3CCN(Cc4ccccc4)CC3)O[C@@H](OCC)[C@@H]2CCCO)cc1
→ -14	10µM*	-8%	?	0	-4%
> COc1ccccc1C(=O)NCCN=C1NS(=O)(=O)c2ccccc21
→ 0	17%	6%	6%	-6	-5%
> CCc1ccc(NC(=S)Nc2cccc3cnccc23)cc1
→ 65*	?	10µM*	?	36*	?
> Cc1ccc(-c2nn(C)c(=O)c3ccccc23)cc1S(=O)(=O)NCCN1CCOCC1
→ -9	59%[activator]	7%&-12%	-20%	-3	1%
> CCN(CC)S(=O)(=O)c1ccc2[nH]c(=O)cc(C(=O)Nc3ccccc3N3CCOCC3)c2c1
→ nt	30%[activator]	3%	-1%	nt	nt
> CCOC(=O)CC1COCCN1Cc1cn[nH]c1-c1cc(OC)c(OC)c(OC)c1 (stereo not drawn)
→ 13	-21%	-1%	-3%	-3	5%
> CN(C)CCCN=Cc1c(O)n(Cc2ccc3c(c2)OCO3)c(=O)c2ccccc12
→ -13	?	nt	-6%	-1	1%
> CCOC(=O)N1CCC(N(C(=O)Nc2ccc(Cl)c(Cl)c2)C(C)CC)CC1 (stereo not drawn)
→ 0	nt	10µM*!	?	-1	?
> Brc1ccc(-c2ncc(-c3ccccc3)cn2)cc1
→ 136*	?	10%	nt	46*	14%
> Cc1ccc(CN(C)C(=O)CN2C(=O)NC3(CCCC3)C2=O)o1
→ nt	?	8%	-12%	nt	nt
> COC(=O)C1=C(C(=O)OC)[C@@H]2N(C)c3ccc(OC)cc3[C@@]23C[C@@H](C(=O)OC)N(C(=O)c2ccc(Br)cc2)C3=N1
→ -5	68%[activator]	-9%	-10%	-1	5%[12.9 µM]
> O=C(CSc1ccc(Cl)cc1)N1CCN(c2ccc([N+](=O)[O-])cc2Cl)CC1
→ -17	25%	?	-2%	2	3%
> Cc1cc(CNC(=O)c2cc(COc3c(F)cccc3F)on2)nn1C
→ -14	?	-12%	62%[activator]	2	2%
> O=C(NCc1ccco1)c1cc2cc(Br)ccc2o1
→ 87*	?	-12%	16%	35*	nt

# Two records drawn at random from those above, as already listed:
# Results follow in this order: Shiga toxin inh	Pf growth 96h	HCV inhibitor	Pf growth 48h	CHX counter	Giardia FBPA inh
> CCOC(=O)CC1COCCN1Cc1cn[nH]c1-c1cc(OC)c(OC)c(OC)c1 (stereo not drawn)
→ 13	-21%	-1%	-3%	-3	5%
> C#Cc1ccc([C@H]2C=C(C(=O)N3CCN(Cc4ccccc4)CC3)O[C@@H](OCC)[C@@H]2CCCO)cc1
→ -14	10µM*	-8%	?	0	-4%

# Remaining list, next part:
# Results follow in this order: Shiga toxin inh	Pf growth 96h	HCV inhibitor	Pf growth 48h	CHX counter	Giardia FBPA inh
> Cc1nc2c3ccccc3nc(NNC(=O)CCC(=O)NC3CCCC3)n2n1
→ -7	359%[activator]	14%	5%	-5	-8%
> Cc1cc(C)cc(N(C(=O)c2sc(C)nc2C)C(C(=O)NC(C)(C)C)c2ccncc2)c1 (stereo not drawn)
→ -16	0%	-3%	-15%	2	4%
> CC(C)CNS(=O)(=O)c1ccc(OCC(=O)Nc2ccc(F)cc2F)cc1
→ 1	?	-4%	-27%	10	4%
> CC(C)OCC(O)CS(=O)Cc1ccccc1 (stereo not drawn)
→ -2	3%	7%	nt	-1	3%
> O=C(c1ccc(N2CCOCC2)cc1[N+](=O)[O-])N1CCOCC1
→ -14	-3%	7%	-2%	-6	6%
> Cc1sc2ncnc(N[C@@H](Cc3ccccc3)C(=O)O)c2c1C
→ -9	-2%	12%	-13%	-2	13%
> O=C(Nc1ccc2c(c1)CN(Cc1ccc(CO)o1)CC2)c1ccc(C(F)(F)F)cc1
→ 35	66%[activator]	11µM*	?	44*	nt
> C[C@H](NC(=O)c1nc[nH]c1C(=O)N1CCc2ccccc2C1)C(=O)OC(C)(C)C
→ -10	93%[activator]	-17%	60%[activator]	6	-3%
> CC(C)(C)c1ccc(OCC(=O)Nc2ccc3c4c(cccc24)C(=O)NC3=O)cc1
→ 3	?	?	?	4	-1%
> Cc1oc(-c2cc(F)ccc2F)nc1CN1CCN(c2ncnc3ccccc23)CC1
→ 19	-17%	0.56µM*	-27%	25*	2%
> c1ccc(-c2cc3c(N4CCN(c5ncccn5)CC4)ncnc3s2)cc1
→ -8	31%[activator]	?	19%	1	1%
> Cc1cccc(OCCCc2c(C)n[nH]c2C)c1
→ -8	3%	?	nt	1	-7%
> Cc1cc(C(=O)NCCc2ccccc2)ccc1[N+](=O)[O-]
→ 54*	81%[activator]	-8%	188%[activator]	55*	1%
> C=CCNC(=O)COC(=O)c1cc(S(=O)(=O)N2CCCCC2)ccc1Cl
→ -4	1%	17%	3%	-4	1%
> O=C1OCC2=C1C(c1ccc(F)cc1)c1cc3c(cc1N2)OCCO3 (stereo not drawn)
→ -13	-9%	5%	27%	-8	-13%
> C/C(=N\NC(=O)c1ccncc1)c1ccc(N(C)C)cc1
→ 7	81%[activator]	-1%	57%[activator]	14	-9%
> CCOC(=O)c1ccc(NC(=O)CCS(=O)(=O)c2ccc(Br)s2)cc1
→ -17	nt	18%	?	11	0%
> COC(=O)C(Nc1ccccc1Cl)(c1cc(C)c(O)c(C)c1)C(F)(F)F (stereo not drawn)
→ 4	nt	14µM*	9.3µM*	-2	-4%
> CCOc1ccccc1NC(=O)c1ccccc1-c1ccccc1
→ -17	?	-14%	-15%	3	-5%
> CC(C)c1nnc(NC(=O)CCC(=O)Nc2ccccc2)s1
→ -5	16%	6%	-3%	-1	5%
> O=C1c2ccccc2C2(c3ccccc3)NCCCN12 (stereo not drawn)
→ 16	38%[activator]	14%	10%	-5	0%
> CC(=O)NC1(c2cccc(F)c2)CCN(CC(=O)NC(C)C)CC1
→ -16	1.9µM*	12%	3%	-3	1%
> O=C(NCCCN1CCOCC1)c1sc2cc(Cl)ccc2c1Cl
→ 34	-2%	-6%	25%	15	-1%
> CCOC(=O)C1Nc2ccc(Br)cc2C2C=CCC12 (stereo not drawn)
→ -19	13µM*	-25%	?	-2	-1%
> COc1cccc(-c2nn(CCC#N)cc2C(=O)Nc2ccccc2Cl)c1
→ -3	-15%	-1%	-4%	1	-7%
> Cc1nc2cc(NC(=O)NC(C)(C)C)ccc2n1C
→ 34	10%	3%	0%	18*	-2%
> CCC(C)Nc1cc(C)nc2ncnn12 (stereo not drawn)
→ -5	26%	-3%	28%	-5	1%
> Cc1ccc(C(=O)COC(=O)C(C)N2C(=O)C3C4C=CC(C4)C3C2=O)cc1C (stereo not drawn)
→ -5	-16%	9%	12%	1	nt
> Cc1cccc2sc(NC(=O)CSCc3ccccc3)nc12
→ 62	8%	-7%	nt	18*	1%
> CC(C)CNC(=O)c1c(N)n(Cc2ccco2)c2nc3ccccc3nc12
→ -32	nt	?	?	-2	-12%
> CCOC(=O)c1ccc(NS(=O)(=O)N2CCCCCC2)cc1
→ 74*	nt	-28%	50%[activator]	32*	0%
> Cn1nccc1C(=O)N1CCN(c2ccccc2Cl)CC1
→ 16	53%[activator]	3%	8%	6	nt
> O=C(CSc1ncccn1)Nc1ccc2[nH]c(=O)[nH]c2c1
→ nt	11%	2%	11%	nt	nt
> Cc1ccc(C(=O)Nn2c(C)nc3ccccc3c2=O)cc1C
→ -8	13µM*	-7%	15%	8	3%
> CCCC(=O)OC1CC(C)N(C(=O)c2ccccc2)c2ccc(C)cc21 (stereo not drawn)
→ -4	?	?	?	-2	-1%
> CC1(C)N=C(/C=N/O)C=[N+]1[O-]
→ -15	nt	?	6%	-3	6%
> O=C(CCNS(=O)(=O)c1c(Cl)cccc1Cl)OCC(=O)c1ccccc1
→ -43	-20%	0%	2%	11	1%
> COCCn1c(SCC(=O)Nc2ccc3c(c2)OCCO3)nnc1C(C)C
→ -5	2%	13%	21%	-1	7%
> Cc1cc(N2CCCC2=O)cc(C)c1S(=O)(=O)NCCOc1ccccc1
→ -5	74%[activator]	?	-15%	-3	-1%
> CN(CCc1ccccn1)C(=O)CCC1CCCN(C(=O)NC2CCCCC2)C1 (stereo not drawn)
→ -2	?	18%	28%	-3	4%
> C=CCN1C(=O)C(O)(CC(=O)c2ccc(N)cc2)c2ccccc21 (stereo not drawn)
→ -4	?	26%	nt	-1	0%
> Cc1ccc(NC(=S)NC(=O)c2c(-c3ccccc3Cl)noc2C)cc1
→ -12	?	-10%	10µM*	3	nt
> COC(=O)c1ccc(Oc2c(Cl)cccc2[N+](=O)[O-])cc1
→ -6	-103%	-7%	?	-1	2%
> O=C(CSCc1ccc(Cl)cc1)N/N=C/c1ccc(Cl)cc1Cl
→ -19	?	4%	7%	-2	1%
> COc1ccc(-n2nc(C(=O)NCC(=O)NCc3ccco3)c3ccccc3c2=O)cc1
→ -10	2%	-2%	-4%	-3	-2%
> CC(C)(C)C(=O)c1cn(CC(=O)NCc2ccco2)c2ccccc12
→ 96*	-8%	-8%	55%[activator]	36*	-5%
> CN1CC2(C)OC(=O)C(Cl)=C2CC1c1ccccc1 (stereo not drawn)
→ -3	-10%	-2%	-1%	-3	3%
> COc1ccc(S(=O)(=O)NCc2ccccn2)cc1
→ -7	?	14%	12%	0	-5%
> O=C(Cc1ccc(-n2c(=O)[nH]c3ccccc3c2=O)cc1)N1CCN(c2cccc(Cl)c2)CC1
→ -11	6%	-17%	-6%	1	7%
> CC1CCC2(CC1)SCC(=O)N2c1ccccc1 (stereo not drawn)
→ -2	93%[activator]	7%	2%	-2	1%
> NS(=O)(=O)c1ccc(-n2nc(C(=O)O)cc2-c2ccc(Cl)cc2)cc1
→ -5	-23%	-7%	-16%	-4	25%
> CCCN(CCC)C(=O)c1c(C)[nH]c(C(=O)OCC)c1C
→ 2	4%	0%	-7%	1	0%
> O=C(c1ccc(Br)o1)N1CCN=C1SCc1cccnc1
→ 7	20%	-2%	nt	-3	4%
> CC1=CC2=NC(=O)/C(=C/c3cccs3)C(=N)N2O1
→ -14	23%	12%	20%	-1	-2%
> Cc1ccc(C2c3c(oc4ccccc4c3=O)C(=O)N2c2nnc(C(C)C)s2)o1 (stereo not drawn)
→ -2	-1%	13%	?	4	1%
> COCCOC(=O)c1c(C)n(C)c2ccc(OC(=O)c3ccco3)cc12
→ -5	3%	20%	nt	-5	-7%
> COc1ccc(CCNC(=O)c2cccc(NC3=NC4CS(=O)(=O)CC4S3)c2)c(OC)c1 (stereo not drawn)
→ -10	9%	0%	35%[activator]	-1	-11%
> CNC(=O)COC(=O)CCC(=O)c1cccs1
→ 39	8%	5%	0%	1	2%
> CSCCc1nc(SCC(=O)Nc2nnc(C)s2)[nH]c1C
→ 27	nt	0%	2%	1	?
> C/C(=N\NC(=O)c1cc(-c2cccnc2)nc2ccccc12)c1ccc(O)cc1O
→ 13	?	4µM*	9.3µM*	9	-13%
> COCCN1C(=O)Cc2c1nc(N)c1c(N)nc(N3CCN(c4ccc(F)cc4)CC3)c(C#N)c21
→ -1	?	-25%	7.4µM*	-3	-29%

# Source: PubChem BioAssay
